Screens (PubChem BioAssay)
Salmonella PhoP GFP: inhibitors of PhoP regulon expression, primary screen, Salmonella Typhimurium, GFP reporter (AID 1863); S. Typhimurium PhoP-regulated promoter GFP reporter, 4 h; higher % means a stronger effect; inhibition, % at 50 µM, or IC50 in µM where a hit was titrated; hit rate 0.16% among 300,000;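 active = inhibition over 29.93%, a cutoff 3 SD above the screen mean, later confirmed by dose response; inconclusive = inhibition over 29.93% but no dose response follow-up; inactive = inhibition at most 29.93% or unconfirmed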;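 note: 0% = low Mg2+ inducing control and 100% = high Mg2+ repressing control; strong numbers were not always called active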
T cell modulator: modulators of CD8 T cell-vesicle binding, primary screen, mouse 2C CD8+ T cells, flow cytometry | calls only at 7 µM | hit rate 0.068% among 330,000 | 2C CD8+ T cell-vesicle binding; active compounds read low | AID 2052, 2009;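 active = response, share of CD8 T cells binding vesicles, and their 90th percentile fluorescence all below set limits, cut at about 80% in these data, passing the limit was not always enough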
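Material: 2C TCR transgenic mouse naive CD8+ T cells, MACS-purified. Also added: QL9-charged Drosophila Ld/ICAM-1/B7-1 vesicles. Timing: binding 1.5 h at 37 °C. Measured by: high-throughput flow cytometry with anti-B7-1 and anti-CD8 staining. Read-out: percent CD8+ FL2 mean versus row control. Controls: Unloaded micro-vesicles (low), QL9 vesicles with 0.7% DMSO (high).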
RSV antiviral HEp-2: RSV antiviral activity via CPE protection, HEp-2 cells, primary 10 µM value included (AID 2391) | CPE inhibition, % at 10 µM; hits with a dose series show IC50 in µM | HEp-2 cells, RSV-induced CPE inhibition; higher % means a stronger effect | hit rate 0.13% among 310,000; in the data active = a potency from the dose series; inconclusive = CPE inhibition mostly from about 23% at the one dose, without a potency; inactive = the rest, 99 in 100 with CPE inhibition below about 21%; note: strong numbers were not always called active
West Nile antiviral: West Nile virus antiviral activity, cell-based, CPE readout (AID 1621); West Nile virus-infected cells, CPE inhibition; higher % means a stronger effect; one-dose CPE inhibition, % at 10 µM; IC50 in µM for titrated hits; hit rate 0.02% among 290,000; in the data active = a potency from the dose series; inconclusive = CPE inhibition mostly from about 3.7% at the one dose, without a potency; inactive = the rest, 99 in 100 with CPE inhibition below about 2.2%; note: strong numbers were not always called active
K1F lysis inhibition: inhibition of K1F phage lysis, E. coli UTI89, bacterial capsule biogenesis inhibitors, alamar blue (AID 488966); E. coli UTI89 K1F phage lysis, alamar blue, 2 h; higher % means a stronger effect; inhibition, % at 100 µM; hits with a dose series show IC50 in µM; hit rate 0.02% among 340,000;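 active = phage lysis inhibition, versus mean bacterial control, above a set limit; inconclusive = no clear call, values can overlap the other calls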;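 note: capsule biogenesis inhibitors block K1F phage lysis so surviving cells raise fluorescence; higher fluorescence means more inhibition of phage lysis; actives were called in the ten point dose series up to 300 µM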
MgcRacGAP inhibition: MgcRacGAP GTPase-activating activity inhibitors, confirmation, biochemical, ADP Hunter fluorescence; MgcRacGAP-stimulated Rac1 GTP hydrolysis, ADP Hunter fluorescence; higher % means a stronger effect; GST-tagged Rac1 F28L mutant substrate; one-dose inhibition, % at 30 µM; IC50 in µM for titrated hits; hit rate 0.6% among 340,000; AID 624330, 2012;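 active = first-screen hits whose inhibition reached a set limit at any dose in the follow-up dose series; inconclusive = inhibition above the set first-screen limit but never retested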;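 note: fluorescence reports GDP produced by GAP-driven GTP hydrolysis; strong numbers were not always called active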
Large T inhibition: SV40 large T antigen inhibitors, biochemical (AID 1903); hit rate 0.39% among 310,000; SV40 large T antigen ATPase/helicase inhibition assay; higher % means a stronger effect; inhibition, % at 20 µM, or IC50 in µM where a hit was titrated; in the data active = a potency from the dose series; inconclusive = inhibition mostly from about 32% at the one dose, without a potency; inactive = the rest, 99 in 100 with inhibition below about 32%; note: strong numbers were not always called active
NTR1 agonist: agonists of NTR1, primary screen, imaging, U2OS cells, beta-arrestin-GFP, high content (AID 493036). NTR1-U2OS beta-arrestin-GFP spot imaging, agonist mode. activation, % at 20 µM. hit rate 0.17% among 330,000;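 active = activation at or above 40% of the spot to cytoplasm intensity ratio, with at least 20 cells analyzed; inconclusive = wells under 20 cells, flagged as cytotoxic or low count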;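 note: 0% = DMSO without peptide and 100% = 100 nM NTR1 peptide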
Target sequence (P30989 whole entry, looked up): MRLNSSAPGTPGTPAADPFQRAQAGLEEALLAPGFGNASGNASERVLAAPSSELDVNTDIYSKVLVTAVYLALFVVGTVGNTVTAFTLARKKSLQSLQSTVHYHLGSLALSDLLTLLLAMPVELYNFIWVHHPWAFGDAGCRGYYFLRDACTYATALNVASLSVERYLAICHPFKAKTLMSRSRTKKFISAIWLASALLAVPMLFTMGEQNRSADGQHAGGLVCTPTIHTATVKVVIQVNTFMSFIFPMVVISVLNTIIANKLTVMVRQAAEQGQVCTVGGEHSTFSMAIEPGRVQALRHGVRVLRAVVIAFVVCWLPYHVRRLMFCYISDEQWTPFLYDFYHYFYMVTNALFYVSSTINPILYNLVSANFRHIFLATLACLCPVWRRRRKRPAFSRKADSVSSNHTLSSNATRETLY
NS5 inhibitors: Dengue-2 NS5 methyltransferase inhibitors, primary screen, biochemical, confirmation dose response (AID 588689) | inhibition, % at 25 µM, or IC50 in µM where a hit was titrated | hit rate 0.3% among 340,000 | Dengue-2 NS5 methyltransferase capping enzyme assay, biochemical; higher % means a stronger effect | Genome polyprotein (Dengue virus type 2 (strain 16681-PDK53)); in the data active = a potency from the dose series; inconclusive = inhibition above about 29% without an active follow-up result
T cell modulator vesicle-bound %: recorded beside T cell modulator, whose call it bears; double positive events, %; measured here: CD8+ vesicle-bound cell fraction;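 binding gate set so that unloaded-vesicle control wells show 10% double positive cells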
NTR1 agonist cell count 20 µM: also measured in NTR1 agonist; calls as there; cell count; measured here: cell count, cytotoxicity flag
NS5 inhibitors pilot replicate: also measured in NS5 inhibitors; calls as there; inhibition, %; measured here: pilot screen replicate inhibition
* hit, by the source's call; i = inactive; ? = inconclusive; . = not tested or not shown; [ ] = dose if it differs, or a comment.

SMILES	Salmonella PhoP GFP	T cell modulator	T cell modulator vesicle-bound %	RSV antiviral HEp-2	West Nile antiviral	K1F lysis inhibition	MgcRacGAP inhibition	Large T inhibition	NTR1 agonist	NTR1 agonist cell count 20 µM	NS5 inhibitors	others
CCOC(=O)Cc1csc(NC(=O)C(CC(C)C)NC(=O)C2CCCCC2)n1 (centres undefined)	-1%	i	30	-0.1%	-1.5%	0.6%	12%	1%	0.6	53	-2%
COc1ccc(-n2c(N)c(C(=O)NCC3CCCO3)c3nc4ccccc4nc32)c(OC)c1 (centres undefined)	-9%	i	46	2.9%	0.3%	7.3%	5%	-2%	4.9	45	-4%
Cc1ccccc1-n1ncc2c1CC(C)(C)CC2NC(=O)CCN1CCCCC1=O (centres undefined)	-4%	i	11	0.8%	-0.2%	0.4%	3%	5%	0.7	65	2%
O=C(COC(=O)C1CCN(C(=O)c2ccc(Cl)cc2)CC1)Nc1ccccc1F	.	i	8	3.2%	.	0.5%[50 µM]	6%	.	-0.7	71	-4%
Cc1ccc(C(=O)Nn2c(O)c(C=C3N=c4ccccc4=N3)sc2=S)cc1	-1%	i	30	0.9%	1.2%	-0.3%	14%	21%	2.5	67	-6%
Cc1ccnc(-n2c(CCN3C(=O)c4ccccc4C3=O)nc3ccccc3c2=O)c1	11%	i	51	2.4%	-0.1%	2.0%	4%	-6%	0.9	69	-4%
N#Cc1c(-c2ccccc2Cl)noc1/C=C/Nc1ccc(C(=O)O)cc1	-9%	i	64	2.4%	-0.7%	0.0%	-3%	1%	0.7	84	7%
COc1ccc(CNC(=O)CN2C(=O)NC(C)(c3cccc(Br)c3)C2=O)cc1 (centres undefined)	-7%	i	54	1.2%	-0.6%	0.0%	10%	8%	-0.3	74	-2%
CCCCN(Cc1ccco1)C(=O)Cn1ncc2c(=O)oc3ccc(C)cc3c21	4%	i	10	-0.9%	0.1%	-0.6%	5%	5%	1.4	49	-3%
CC(C)CNS(=O)(=O)c1ccc(S(=O)(=O)N2CCC3(CC2)OCCO3)cc1	-2%	i	49	1.4%	-0.9%	0.6%[50 µM]	0%	12%	2.6	81	-3%
C/C(=N\NC(=O)c1cc(C)nc2ccccc12)c1ccc([N+](=O)[O-])cc1	1%	i	34	-0.2%	-0.7%	0.4%	8%	3%	-0.2	65	-3%
O=C(CSc1nc(O)cc(=O)[nH]1)N1c2ccccc2CCc2ccccc21	-10%	i	40	-1.3%	0.1%	0.0%	2%	22%	-0.8	44	11%
COc1cccc(-c2coc3cc4oc(=O)c(CC(=O)O)c(C)c4cc23)c1	4%	i	28	2.3%	-0.2%	0.8%[50 µM]	6%	8%	-0.8	90	2%
COc1ccc(-n2ncc(Cl)c(Cl)c2=O)cc1	15%	.	.	.	-1.9%	.	.	0%	21	82	.
CN(C)CCCNC(=O)c1ccc(-c2nc(-c3ccc(Cl)cc3)cs2)cc1	0%	i	51	-3.9%	-1.8%	-2.0%	10%	3%	-5.3	10	0%	NS5 inhibitors pilot replicate=0.3
COc1ccc(OC)c(CNS(=O)(=O)c2cc(-c3cc(C)no3)ccc2OC)c1	2%	i	28	0.6%	-0.1%	-0.1%	-13%	11%	1.3	61	-4%
CC(=O)N1CCN(c2ccc(S(=O)(=O)N3CCOCC3)cc2[N+](=O)[O-])CC1	.	i	54	.	.	-0.6%	-3%	.	-1.7	65	-3%
Cc1c(CN2CCC(CO)(Cc3ccccc3)CC2)c2ccccc2n1C	5%	i	51	0.0%	0.8%	-0.1%	3%	-2%	-2.2	99	1%
N#CCOc1ccc(C2=NO[C@@H]3[C@@H]4C[C@@H]([C@H]5C(=O)N(c6ccc7c(c6)OCO7)C(=O)[C@@H]45)[C@H]23)cc1	-1%	i	52	0.5%	-0.9%	-0.1%	4%	16%	3.3	30	1%
FC(F)(F)c1ccnc(N2CCN(Cc3cnc(-c4ccccc4)[nH]3)CC2)c1	-1%	i	32	-1.6%	-1.2%	0.2%	3%	-1%	0.4	60	-12%
COCc1cc(C)nc2sc(C(=O)NN)c(-n3cccc3)c12	-2%	i	36	43%	-1.5%	0.2%	4%	4%	3.5	53	1%
Cc1cc(C)c2nc(-c3cccnc3)cc(C(=O)NC(C)c3cnn(C)c3C)c2c1 (centres undefined)	1%	i	45	0.1%	-0.5%	-0.3%	1%	0%	0.9	59	-5%
O=C(Nc1ccccc1)c1ccc[nH]1	6%	i	61	0.7%	0.3%	0.2%	14%	3%	-2.3	93	-13%
CC(NC(=O)c1cc2ccccc2o1)c1cccs1 (centres undefined)	6%	i	28	10.0%	0.2%	0.4%[50 µM]	8%	1%	0.8	51	-1%
Cc1ccccc1-n1nc(C)c2cc(C(=O)N3CCN(S(=O)(=O)c4ccc(F)cc4)CC3)sc21	1%	i	39	-0.4%	-0.2%	2.3%	3%	14%	1.1	54	1%
CCc1ccc(OCc2nnc(-c3ccccc3Br)o2)cc1	.	i	73	3.2%	.	0.5%[50 µM]	7%	.	0.4	64	6%
Cc1onc(-c2ccccc2)c1-c1csc(N/N=C/c2ccccc2)n1	-12%	i	20	11%	-0.8%	0.3%	4%	6%	0.6	59	-7%
Cn1cc(-c2cc(C(=O)O)on2)cn1	-1%	i	30	0.5%	0.4%	-0.1%	8%	-1%	-0.4	54	-6%
COc1ccccc1-c1nnc(SCC(=O)Nc2ccc(S(N)(=O)=O)cc2)n1C	0%	i	45	1.6%	0.5%	7.4%	8%	9%	0.4	61	-12%
COc1ccc(C2NC(=O)NC(O)(C(F)(F)F)C2C(=O)c2ccc(C)cc2)cc1 (centres undefined)	-2%	i	33	2.5%	0.3%	-0.7%	-1%	5%	2.7	40	-4%

The last 2 records of the part above lead into the next.
SMILES	Salmonella PhoP GFP	T cell modulator	T cell modulator vesicle-bound %	RSV antiviral HEp-2	West Nile antiviral	K1F lysis inhibition	MgcRacGAP inhibition	Large T inhibition	NTR1 agonist	NTR1 agonist cell count 20 µM	NS5 inhibitors	others
COc1ccccc1-c1nnc(SCC(=O)Nc2ccc(S(N)(=O)=O)cc2)n1C	0%	i	45	1.6%	0.5%	7.4%	8%	9%	0.4	61	-12%
COc1ccc(C2NC(=O)NC(O)(C(F)(F)F)C2C(=O)c2ccc(C)cc2)cc1 (centres undefined)	-2%	i	33	2.5%	0.3%	-0.7%	-1%	5%	2.7	40	-4%
O=C(Nc1ccc(Br)cc1)c1ccc(N2C(=O)C3CCCCC3C2=O)cc1 (centres undefined)	1%	i	40	2.0%	-0.4%	0.0%	5%	-6%	2.1	49	-4%
COc1ccc2oc(C(=O)NC(C)c3ccccn3)c(C)c2c1 (centres undefined)	.	i	18	.	.	0.7%	3%	.	-2.1	52	-1%
COc1cccc(-n2c(COc3ccc(C)cc3)nnc2SCC(N)=O)c1	-2%	i	24	-0.9%	0.5%	3.1%	6%	7%	0.1	39	-9%
CCC(CC)c1nnc(NC(=O)c2c(-c3ccccc3)noc2C)s1	0%	i	44	1.1%	-0.2%	-4.4%	2%	0%	0.7	52	0%
Cc1ccc(NC(=O)N/C=C/c2ccco2)c(C)c1	0%	i	30	1.9%	-0.3%	0.4%	8%	22%	-1.0	66	-12%
CCn1c(CNC(=O)c2ccco2)nnc1SCCOc1ccccc1	-5%	i	17	0.7%	0.1%	0.1%	5%	17%	-0.2	41	-11%
O=C(CN1CCCC1)N1c2ccccc2Sc2ccc(Cl)cc21	4%	i	55	1.1%	-1.1%	0.2%	15%	13%	0.2	39	-5%	NS5 inhibitors pilot replicate=-0.9
O=S(=O)(NCC1CCC(NS(=O)(=O)c2c(F)cccc2F)CC1)c1ccc2c(c1)OCCO2 (centres undefined)	.	i	10	.	.	0.9%	11%	.	3.6	58	-11%
Cc1cccc(Cn2c(=O)n(-c3ccc(CC(=O)NCc4ccco4)cc3)c(=O)c3sccc32)c1	-8%	i	24	0.5%	2.3%	0.2%	7%	-6%	0.0	86	3%
Cc1cc(NS(=O)(=O)c2ccc(NC(=O)Nc3cccc(C(F)(F)F)c3)cc2)no1	2%	i	38	5.9%	-0.2%	-0.7%	9%	9%	0.5	43	-26%
CN(C)c1nc(N2CCN(c3ccccc3)CC2)c(C#N)c(=O)o1	4%	i	30	2.4%	0.9%	0.1%	15%	1%	-0.2	64	-3%
CN=C(Nc1cccc(OC)c1)SC1CC(=O)N(c2ccc(C(=O)O)cc2)C1=O (centres undefined)	-4%	i	54	1.4%	1.6%	-0.2%	5%	3%	1.5	40	-1%
CCn1cc(CN2CCN(CCc3ccccc3)C(CCO)C2)c(C)n1 (centres undefined)	1%	i	60	0.6%	-0.6%	0.2%	-1%	8%	-2.6	85	11%
O=C(NCCc1csc(-c2cccnc2)n1)c1cccc(Cl)c1	1%	i	3	19%	0.3%	1.0%[50 µM]	-2%	-4%	0.8	62	-11%
Cc1ccccc1N=Nc1c(N)n[nH]c1N	2%	i	53	7.3%	-0.9%	-0.1%	?	33%	-1.0	54	-3%
Cc1ccc(-c2nnc(-c3cccs3)o2)cc1	10%	i	46	1.9%	-0.1%	0.5%	0%	7%	2.7	64	-6%
COCC(=O)Nc1ccc(N2CCOCC2)c(S(=O)(=O)Nc2ccccc2OC)c1	.	i	51	.	.	0.4%[50 µM]	7%	.	-1.8	61	3%
Cc1ccc(NC(=O)C(c2ccccc2)N2CCN(CC(=O)N3CCOCC3)CC2)cc1Cl (centres undefined)	.	i	57	2.1%	.	0.1%[50 µM]	-5%	.	3.5	68	-7%
COc1ccc(N(CC(=O)Nc2cccc(N(C)S(C)(=O)=O)c2)S(C)(=O)=O)cc1OC	-7%	i	69	2.4%	-0.4%	0.3%	3%	1%	-1.1	48	-1%
CC(C)Oc1ccc(Cc2n[nH]c(=S)n2Cc2ccccc2)cc1Cl	-9%	i	20	1.1%	-0.8%	0.3%	9%	11%	5.2	64	-6%
CC(NC(=O)CCC(=O)N1CCN(S(=O)(=O)c2ccc(Cl)cc2)CC1)c1ccccc1 (centres undefined)	-3%	i	40	1.8%	-1.0%	2.0%	3%	0%	2.2	43	-3%
C=CCNC(=S)NC(=O)c1ccc(C)c(Br)c1	2%	i	19	-1.0%	-0.5%	-0.8%[50 µM]	15%	7%	0.7	65	2%
